Screens as filed in PubChem BioAssay.
TbPYK inhibitor – qHTS of Trypanosoma Brucei Inhibitors | TbPYK enzyme, Kinase-Glo Plus ATP luminescence, 45 min | Potency, µM (doses to about 76.8 µM), inactives show at the top dose activity, negative = inhibition, hits mostly inhibitors | 410,000 compounds, 0.12% hits; further: potency means the concentration at half of the fitted maximal effect; on the % scale 0 is the no-effect control and ±100 the full control effect; nearly all actives have a fitted effect of over 50% in size
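Readout: single end-point luminescence (Kinase-Glo Plus, 10 min). Reaction conditions were TbPYK/substrate plus 130 uM ADP, 45 min at RT, pH 7.2 TEA buffer. No-enzyme wells served as controls, and data were normalized before concentration-response fitting.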
AmpC no deterg – qHTS Inhibitors of AmpC Beta-Lactamase (assay without detergent). P00811. AmpC nitrocefin hydrolysis, absorbance 480 nm, 0.0001% Triton. Potency, µM (highest dose often 57.1 µM), for the others: at the top dose activity change, negative = inhibition, hits mostly inhibitors. 330,000 compounds, 0.52% hits. AID 485341, 2010;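 further: potency means the concentration at half of the fitted maximal effect; plate controls were no compound for no effect and no enzyme for full effect; nearly all actives have a fitted effect of over 20% in size; some results filed as inactive show a strong effect at the top dose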
Target sequence (P00811 whole entry, looked up): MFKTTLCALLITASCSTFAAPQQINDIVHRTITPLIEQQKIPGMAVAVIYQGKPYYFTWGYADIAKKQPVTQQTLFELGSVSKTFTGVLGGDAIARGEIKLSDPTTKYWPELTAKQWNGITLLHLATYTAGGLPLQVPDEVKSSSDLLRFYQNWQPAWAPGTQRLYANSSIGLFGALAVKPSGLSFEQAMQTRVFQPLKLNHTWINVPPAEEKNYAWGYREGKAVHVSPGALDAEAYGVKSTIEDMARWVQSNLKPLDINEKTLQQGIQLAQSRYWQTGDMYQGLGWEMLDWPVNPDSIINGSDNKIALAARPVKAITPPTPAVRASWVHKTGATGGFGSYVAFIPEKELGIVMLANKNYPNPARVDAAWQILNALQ
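20 mM phosphate pH 7.0 + 0.01% (detergent screen) or 0.0001% Triton X-100; 5.3 nM AmpC reagent; cpd preinc 15 min RT; nitrocefin (800 uM stock) to start; A480 q20 s × 4 min; Activity was normalised to no-enzyme and no-compound control wells.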
Pf growth 96h – Primary qHTS for delayed death inhibitors of the malarial parasite plastid, 96 hour incubation | 320,000 compounds, 6.9% hits | P. falciparum luciferase reporter growth, 96 h | Potency, µM (highest dose often 28.7 µM), for inactives: at the top dose activity change, negative = inhibition, actives largely listed as inhibitors | AID 504834, 2011; further: potency means the concentration at half of the fitted maximal effect; on the % scale 0 is the no-effect control and ±100 the full control effect
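Two parasite generations (96 h, 37 C, 5% CO2) of compound exposure in infected erythrocytes (0.05% parasitemia, 2% hematocrit). Luciferase-reporter P. falciparum; decreased luminescence indicates inhibited growth, aimed at apicoplast-acting delayed death.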
LmPK inhibitor – qHTS Assay for Inhibitors of Leishmania Mexicana Pyruvate Kinase (LmPK); Potency, µM (highest dose often 57.5 µM), for inactives: at the top dose activity change, negative = inhibition, hits mostly inhibitors; purified LmPK, Kinase-Glo ATP luminescence, 1 h; 290,000 compounds, 0.37% hits; further: potency means the concentration at half of the fitted maximal effect; on the % scale 0 is the no-effect control and ±100 the full control effect
Target sequence (Q27686 whole entry, looked up): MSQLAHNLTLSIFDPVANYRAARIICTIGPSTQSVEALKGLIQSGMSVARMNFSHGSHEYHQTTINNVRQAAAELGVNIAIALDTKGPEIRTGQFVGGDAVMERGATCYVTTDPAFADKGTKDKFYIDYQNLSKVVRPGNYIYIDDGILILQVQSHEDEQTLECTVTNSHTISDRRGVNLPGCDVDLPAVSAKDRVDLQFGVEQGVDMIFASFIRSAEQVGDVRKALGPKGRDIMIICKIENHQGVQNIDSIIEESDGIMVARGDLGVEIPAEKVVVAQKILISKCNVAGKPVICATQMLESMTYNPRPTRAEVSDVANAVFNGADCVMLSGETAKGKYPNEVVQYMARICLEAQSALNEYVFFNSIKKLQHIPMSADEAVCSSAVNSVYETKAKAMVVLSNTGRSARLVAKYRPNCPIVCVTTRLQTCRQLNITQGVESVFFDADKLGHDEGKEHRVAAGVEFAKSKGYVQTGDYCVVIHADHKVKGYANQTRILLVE
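Screened at intermediate enzyme activity to detect both inhibitors and activators: LmPK at 0.1 nM, with a 0.5 nM enzyme column as activation reference. PEP 0.5 mM, ADP 0.1 mM; ATP detected by luminescence after 1 h.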
Cycloheximide cs – Cycloheximide Counterscreen for Small Molecule Inhibitors of Shiga Toxin; 300,000 compounds, 12% hits; max response, %; cell reporter, cycloheximide protein synthesis inhibition counterscreen; in the data active means max response mostly above about 13%, no sharp cut-off; inactive means mostly below about 14%; further: read at 38.3 µM for the half of the compounds with a filed dose; 0% is about no effect
Shiga toxin inh – A qHTS for Small Molecule Inhibitors of Shiga Toxin; Vero cells, Shiga toxin protein synthesis inhibition reporter; inhibition, % at 38.7 µM; 290,000 compounds, 9.2% hits; AID 2315, 2010; in the data active means inhibition mostly above about 28%, no sharp cut-off; inactive means mostly below about 43%; further: 0% is about no effect
Pf growth 48h – Primary qHTS for delayed death inhibitors of the malarial parasite plastid, 48 hour incubation; 310,000 compounds, 5.9% hits; AID 504832, 2011; P. falciparum luciferase growth in erythrocytes, 48 h; Potency, µM (top dose mostly 28.7 µM), for the others: top-dose activity change, negative = inhibition, usual class: inhibitors; further: potency means the concentration at half of the fitted maximal effect; on the % scale 0 is the no-effect control and ±100 the full control effect
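Read-out is firefly luciferase luminescence from an integrated reporter in P. falciparum, so falling signal marks reduced parasite growth. Infected erythrocytes were at 2% hematocrit and 0.1% parasitemia (final) in Albumax-supplemented RPMI 1640.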
Numbers without * were called inactive; u = inconclusive; x = no result given; [ ] = dose if it differs, or a comment. Unless noted, the call rests on the fitted dose curve; in most records, active means well fitted curve in the direction sought with a large enough effect; inconclusive means small, poorly fitted or top-dose-only effect, or another doubt; inactive means no such curve, though single readings can be large; an effect the other way counts as inactive or inconclusive.

smiles,Shiga toxin inh,Cycloheximide cs,TbPYK inhibitor,Pf growth 48h,AmpC no deterg,Pf growth 96h,LmPK inhibitor
CN(C)c1cccc2c1c(NC(=O)c1ccc(F)cc1)nn2C,7,-2,-11%,-2%,-13%,2%,-2%
O=C(COc1ccc(S(=O)(=O)N2CCOCC2)cc1)Nc1ccccc1F,x,x,0%,u,-3%,30%[activator],x
COc1ccc(C(C)NC(=O)C2C(=O)NC3(C)CC2c2ccccc2O3)cc1 (centres undefined),-2,8,0%,39%[activator],-13%,6%,0%
O=C(NNS(=O)(=O)c1ccc(Br)cc1)NC1CCCCC1,15,-2,-3%,19%,-26%,34%,5%
O=C(O)CCN1C(=O)CC2(CCCCC2)C1=O,-21,-1,-12%,11%,-9%,-1%,-5%
COC(=O)c1cc(C#N)c(Oc2ccc(F)cc2)nc1C,46,15,0%,4%,-39%,0%,0%
O=C(CNC(=O)C1COc2ccccc2O1)N/N=C/c1cc(Br)c(O)c(Br)c1 (centres undefined),-3,-2,-5%,u,-47%,u,4%
COCc1cc(C)nc(N2CCN(c3ccccc3)CC2)c1C#N,-10,-5,3%,u,18%,46%[activator],1%
CCOC(=O)Cc1csc(NC(=O)CCC(=O)O)n1,-10,5,-6%,-14%,3%,-1%,7%
COc1ccc(-n2c(SCC3CNC(=O)O3)nnc2-c2ccc(Cl)cc2)cc1 (centres undefined),-3,-3,-3%,-7%,102%[activator],-11%,4%
O=C(c1cccc(C(F)(F)F)c1)c1c[nH]c(C(=O)NCC2CCCO2)c1 (centres undefined),34,-6,0%,u,-7%,30%[activator],-1%
CC(C)C(=O)Nc1cccnc1,-5,-3,-3%,7%,-20%,29%,-2%
COCC(=O)Nc1nc(-c2ccc(-c3ccccc3)cc2)cs1,81*,65*,0%,130%[activator],0%,12%,-2%
N#Cc1c(NC(=O)CCC(=O)O)sc2c1CCCCC2,-25,-1,35µM*,-10%,-17%,u,11%
O=C(O)c1ccc(S(=O)(=O)N(Cl)Cl)cc1,x,x,5%,-5%,x,-11%,x
CC(C)C[C@H](NC(=O)c1nc[nH]c1C(=O)N1CCC(C)CC1)C(=O)OCc1ccccc1,-5,-2,2%,u,106%[activator],-13%,-2%
O=C(Nc1ccc(Cl)cc1)Nn1cnc2ccccc2c1=O,48*,24*,-5%,16%,-23%,27%,-11%
Cc1cc(C)n(CCOc2nonc2N)n1,-19,-5,3%,9%,-19%,34%[activator],3%
CC(C)NCc1nnc(-c2ccc(Cl)cc2)o1,32,20*,3%,19%,-21%,12%,0%
CC1(C)Cc2c(sc3nc(NCCN4CCOCC4)n4ncnc4c23)CO1,-10,-2,-8%,x,-9%,u,5%
O=C(CN1CCC(Cc2ccccc2)CC1)Nc1ccc2c(c1)OCCO2,-21,-4,1%,x,1%,3%,-4%
O=C(CCC(=O)N1CCOc2ccccc21)N1CCN(c2ccccc2)CC1,-2,1,2%,-8%,46%,0%,6%
COc1ccccc1-c1nc2s/c(=C\c3cccs3)c(=O)n2n1,-9,1,-3%,-1%,-23%,5%,-3%
O=C(COC(=O)Cn1cnc2ccccc2c1=O)Nc1ccc(Cl)cc1,0,-2,-1%,3%,-4%,-10%,-3%
COc1ccc(N(CC(=O)N/N=C/c2ccc(-c3ccc([N+](=O)[O-])cc3)o2)S(=O)(=O)c2ccc(C)cc2)cc1Cl,-13,2,3%,u,-18%,u,3%
CCCOP(=O)(O)c1c([N+](=O)[O-])cc(C(F)(F)F)cc1[N+](=O)[O-] (tested in a mixture with another compound),42,14*,7%,x,-15%,-9%,-1%
O=C(NCCc1c[nH]c2ccccc12)C(=O)NCC1OCCCN1S(=O)(=O)c1cccs1 (centres undefined),15,6,0%,u,-17%,-22%,9%
Cc1ccc(N/C(N)=N/c2nc(C)cc(N3CCCCC3)n2)c(C)c1,13,-2,-4%,0%,1%,u,0%
Nc1ccc(C(=O)OCC(=O)Nc2cc([N+](=O)[O-])ccc2F)cc1,-9,12*,0%,15%,-45%,16%,-5%
CCn1c(SCC(=O)N2CCC(C)CC2)nc2c(c1=O)SC(C)C2 (centres undefined),-8,-2,2%,u,23%,6.6µM*,4%
COC(=O)c1cccc(NC(=O)C23CC4CC(C2)CC(n2cncn2)(C4)C3)c1,1,11,-12%,15%,4%,0%,5%
COc1ccccc1CNc1ccc(C(=O)O)cc1,-8,-1,-2%,x,-19%,15%,-7%
CC1CCC/C(=N\NC(=O)c2ccncc2)C1 (centres undefined),28,-1,0%,11%,-13%,18%,-10%
O=C(CCN1C(=O)COc2ccccc21)NCCN1CCOCC1,13,-1,-14%,3%,-6%,-7%,-2%
Cc1cc(OCC(=O)O/N=C(\N)Cc2cccs2)ccc1Br,18,7,2%,4%,-17%,2%,0%
O=C(Nc1ccccc1)C(=O)c1cn(CC(=O)N2CCCCC2)c2ccccc12,24,14,4%,-20%,-4%,10µM*,2%
CC(C)C(=O)Nc1c2c(nc3c1CCC3)CCCC2,32,-2,-8%,26%,69%,162%[activator],0%
Cc1ccccc1-c1ccc(=O)n(CC(=O)Nc2ccc(C(=O)N3CCCC3)cc2)n1,-6,2,-1%,-9%,42%,32%[activator],-3%
CCOC(=O)c1cnn(-c2ccccc2)c1NC(=O)CCl,-5,-3,-3%,1%,-4%,-15%,-5%
Cc1cc(NS(=O)(=O)c2ccc(NC(=S)NC(=O)/C=C/c3ccccc3)cc2)no1,-7,-2,-6%,32%[activator],-40%,u,1%
COc1cc([N+](=O)[O-])ccc1-c1ccc(/C=N/NC(=O)OC(C)(C)C)o1,1,-3,-1%,-7%,-8%,0%,-2%
COCCOC(=O)C1=C(C)NC(=O)NC1C1CC=CCC1 (centres undefined),11,2,-12%,-1%,-9%,15%[5.75 µM],4%
Cc1ccc(NC(=O)CSc2nc3c([nH]c4ccccc43)c(=O)n2C)cc1,-6,-2,-4%,32%[1.15 µM],-6%,68%[1.15 µM],0%
O=C(Nc1nonc1NC(=O)C1CCCCC1)C1CCCCC1,-23,-2,4%,u,-16%,2%,5%
COc1ccccc1/C=C1\SC(=S)N(C(C(=O)O)c2ccccc2)C1=O (centres undefined),-9,-2,-2%,14%,202%[activator],17%,8%

By substructure: the compounds so far with bromine.
smiles,Shiga toxin inh,Cycloheximide cs,TbPYK inhibitor,Pf growth 48h,AmpC no deterg,Pf growth 96h,LmPK inhibitor
O=C(NNS(=O)(=O)c1ccc(Br)cc1)NC1CCCCC1,15,-2,-3%,19%,-26%,34%,5%
O=C(CNC(=O)C1COc2ccccc2O1)N/N=C/c1cc(Br)c(O)c(Br)c1 (centres undefined),-3,-2,-5%,u,-47%,u,4%
Cc1cc(OCC(=O)O/N=C(\N)Cc2cccs2)ccc1Br,18,7,2%,4%,-17%,2%,0%

(cont.)
smiles,Shiga toxin inh,Cycloheximide cs,TbPYK inhibitor,Pf growth 48h,AmpC no deterg,Pf growth 96h,LmPK inhibitor
CN(C)c1ccc(/C=N/Nc2ccc(-n3ccnc3)nn2)cc1,4,7,-18%,u,-19%,x,-2%
CC/C(C)=N/Nc1nc2c(c(=O)[nH]c(=O)n2C)n1CCc1ccccc1,-7,-1,3%,-5%,-6%,u,-29%
CCN1CCN(c2ccc(NC(=O)COc3ccccc3Cl)cc2)CC1,-3,-2,-1%,u,27%,15%,-6%
CC(C)c1ccc(N(CC(=O)NCc2ccc(F)cc2)C(=O)c2snc(C(N)=O)c2N)cc1,-12,-2,-8%,-10%,-28%,-19%,0%
CCN(CC)C(=O)CSc1ccc(C(F)(F)F)cc1[N+](=O)[O-],1,-3,-11%,5%,-4%,-3%,-1%
CCc1ccc(OCC(=O)NCC(c2ccc(Cl)cc2)N2CCCCC2)cc1 (centres undefined),-4,-3,-3%,u,126%[activator],19%,6%
COc1ccc(OC)c(NC(=O)Cn2c(CCC(=O)O)ccc2-c2ccc(C)cc2)c1,-5,1,-21%,-10%,6%,-4%,2%
O=C(OCn1nnc2ccccc2c1=O)c1cccc(S(=O)(=O)N2CCOCC2)c1,x,x,-4%,u,-14%,-27%,x
COc1cccc(N(CC(=O)Nc2ccccc2C)S(C)(=O)=O)c1,-11,-3,-5%,u,-2%,u,-1%
CCN(CC)C(=O)CCCSc1nnc(Nc2ccccc2F)s1,85*,44*,6%,20%,-3%,u,-17%
O=C1C=C(NC2CC2)C2(CCCCC2)O1,11,2,1%,-5%,-10%,x,0%
CN(CC(=O)Nc1cccc(F)c1)C(=O)c1ccncc1,-3,-1,0%,0%,4%,36%[activator],-3%
CCOC(=O)N1CCN(Cc2cc(=O)oc3ccc4ccccc4c23)CC1,-9,-2,-3%,u,0%,x,1%
COc1cc(/C=N/NC(=O)CNC(=O)c2ccncc2)ccc1O,-5,-2,-1%,10%,-9%,23%,1%
Cc1nnc(NC(=O)CSc2nnc(-c3ccco3)o2)s1,2,7,-6%,13%,-17%,-12%,-2%

Profiles, looked up by structure.
Entry for `O=C(Nc1ccccc1)C(=O)c1cn(CC(=O)N2CCCCC2)c2ccccc12` = Shiga toxin inh = 24; Cycloheximide cs = 14; TbPYK inhibitor = 4%; Pf growth 48h = -20%; AmpC no deterg = -4%; Pf growth 96h = 10µM*; LmPK inhibitor = 2%
Entry for `COc1ccc(OC)c(NC(=O)Cn2c(CCC(=O)O)ccc2-c2ccc(C)cc2)c1` = Shiga toxin inh = -5; Cycloheximide cs = 1; TbPYK inhibitor = -21%; Pf growth 48h = -10%; AmpC no deterg = 6%; Pf growth 96h = -4%; LmPK inhibitor = 2%

The listing continues:
smiles,Shiga toxin inh,Cycloheximide cs,TbPYK inhibitor,Pf growth 48h,AmpC no deterg,Pf growth 96h,LmPK inhibitor
COc1cc(/C=C2\SC(=Nc3ccccc3OC)NC2=O)ccc1O,-2,16*,-5%,-16%,-49%,22%,0%
CN(C)S(=O)(=O)c1cccc(NC(=S)NNC(=O)c2cc3ccccc3cc2O)c1,x,x,-11%,u,25µM*,u,x
COc1ccc(N2CCN(C(c3ccco3)c3sc4nc(C)nn4c3O)CC2)cc1 (centres undefined),-13,-4,-1%,u,23%,-6%,1%
COc1ccc(OC)c(NC(=O)c2cccc(NC(=O)c3ccccc3)c2)c1,21,6,0%,21%,-35%,223%[activator],2%
COc1ccc(C2C(C(=O)Nc3cc(OC)c(OC)c(OC)c3)c3ccccc3C(=O)N2C)cc1 (centres undefined),-13,-3,3%,2.1µM*,115%[activator],16%,-4%
CC(C)NC(=O)C1(O)c2ccccc2NC(=O)N1c1ccc(Cl)c(Cl)c1 (centres undefined),-11,-2,-11%,-10%,-32%,10µM*,-27%
O=C(N/N=C\C=C\c1ccco1)C1COc2ccccc2O1 (centres undefined),-12,6,-11%,-7%,-45%,-1%,8%
